NPY2 pot ag – NPY-Y2 potentiators or agonists, primary screen, cell-based | Neuropeptide Y receptor type 2 (Homo sapiens), P49146 | cells expressing NPY-Y2, potentiator/agonist read-out | activation, % at 3.6 µM | actives 0.45% (n = 220,000) | AID 1359, 2008; in the data active = activation above about 27%;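 also: cells stimulated with NPY near EC25 plus isoproterenol at EC100; 0% = vehicle plus submaximal agonist and 100% = vehicle plus saturating agonist; some results beyond the cut were filed as inactive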
Target sequence (P49146 whole entry, looked up): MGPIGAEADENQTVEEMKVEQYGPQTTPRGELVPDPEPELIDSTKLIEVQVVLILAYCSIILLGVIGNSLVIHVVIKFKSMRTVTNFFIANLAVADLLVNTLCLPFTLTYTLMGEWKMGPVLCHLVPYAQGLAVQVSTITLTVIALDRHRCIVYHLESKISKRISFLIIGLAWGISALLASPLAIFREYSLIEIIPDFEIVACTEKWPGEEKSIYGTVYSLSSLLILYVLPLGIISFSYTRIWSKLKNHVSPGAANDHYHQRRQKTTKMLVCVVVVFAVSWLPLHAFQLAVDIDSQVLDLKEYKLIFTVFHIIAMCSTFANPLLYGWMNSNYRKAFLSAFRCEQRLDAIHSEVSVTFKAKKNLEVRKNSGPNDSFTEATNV
eIF4E-4G inh – eIF4E–eIF4G protein interaction inhibitors, primary screen, biochemical, uHTS, TR-FRET, eIF4GI fragment. inhibition, % at 21.7 µM. Eukaryotic translation initiation factor 4E (Mus musculus) + Eukaryotic translation …. actives 0.37% (n = 220,000). TR-FRET eIF4E-eIF4GI(517-606) binding, 2 h;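 active = inhibition above about 30%, limit read from the data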;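 also: 0% = full FRET control wells and 100% = background wells lacking eIF4GI fragment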
S1P4 antag – S1P4 receptor antagonists, primary screen, cell-based; inhibition, % at 4.98 µM; S1P4-expressing cells, antagonist mode, reporter read-out; actives 0.26% (n = 220,000); in the data active = inhibition above about 29%;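 also: 0% = wells stimulated with agonist and 100% = vehicle wells without agonist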
Target sequence (O95977 whole entry, looked up): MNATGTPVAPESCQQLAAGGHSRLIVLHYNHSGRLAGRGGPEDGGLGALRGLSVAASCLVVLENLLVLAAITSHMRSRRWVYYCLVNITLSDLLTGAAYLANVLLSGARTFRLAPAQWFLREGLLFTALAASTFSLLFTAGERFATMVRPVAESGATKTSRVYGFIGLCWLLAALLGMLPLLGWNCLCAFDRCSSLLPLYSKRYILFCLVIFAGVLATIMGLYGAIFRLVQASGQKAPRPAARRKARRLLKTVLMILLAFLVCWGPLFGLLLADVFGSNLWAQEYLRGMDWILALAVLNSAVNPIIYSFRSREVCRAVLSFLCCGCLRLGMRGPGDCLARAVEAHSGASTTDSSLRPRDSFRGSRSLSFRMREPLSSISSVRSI
NPY Y1 blocker – NPY-Y1 receptor antagonists, primary screen, cell-based; HEK293-CNG Y1 cells, membrane potential fluorescence; NPY at EC95, then isoproterenol; inhibition, % at 3.6 µM; actives 1% (n = 200,000); AID 1040, 2008;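 active = inhibition above the campaign mean inhibition of all tested compounds plus 3 SD, cut at about 20% in these data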;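 also: 0% = DMSO wells given NPY plus isoproterenol and 100% = isoproterenol alone without NPY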
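Material: HEK293 Y1/CNG channel cell line | Also added: NPY (25 nM), isoproterenol (1 µM), Ro 20-1724 (25 µM) | Compound: One concentration, 3.6 µM, in 0.4% DMSO | Schedule: 3 h dye uptake, 1 h room-temperature compound, 45 min post-isoproterenol | Signal: Membrane-potential fluorescent dye readout | Read-out: % inhibition of NPY effect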
S1P4 agonist – S1P4 receptor agonists, primary screen, cell-based. AID 1509, 2009. Sphingosine 1-phosphate receptor 4 (Homo sapiens), O95977. actives 0.35% (n = 220,000). activation, % at 4.98 µM. S1P4-expressing cell line, agonist reporter assay; in the data active = activation above about 11%;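 also: 0% = DMSO vehicle and 100% = reference agonist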
NPY-Y1 PAM-ag – NPY-Y1 receptor potentiators or agonists, primary screen, cell-based. Neuropeptide Y receptor type 1 (Homo sapiens), P25929. NPY-Y1 expressing cells, potentiator/agonist activation. activation, % at 3.6 µM. actives 0.37% (n = 220,000). AID 1304, 2008; in the data active = activation above about 33%, passing the limit was not always enough;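 also: cells stimulated with NPY at EC10 then isoproterenol at EC100; 0% = low agonist plus stimulus and 100% = saturating agonist plus stimulus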
EP2 mod – EP2 receptor modulators, cAMP readout, primary screen, cell-based, HTRF cAMP, PGE2 stimulation; Prostaglandin E2 receptor EP2 subtype (Homo sapiens), P43116; EP2-expressing cells, cAMP HTRF FRET, PGE2 co-stimulation; induction, % at 25 µM; actives 0.83% (n = 260,000); AID 940, 2007;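 active = compounds whose cAMP rise, as percent of the full-agonist control response, exceeds 60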;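 also: rat C6 glioma line stably carrying human EP2 under a CMV promoter; the protocol text gives 20 µM as final concentration; 100% = response of wells given 1 µM PGE2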
EP2 antag – human EP2 receptor antagonists, primary screen, TR-FRET cAMP, C6 glioma cells | C6 glioma cells expressing human EP2; cells stimulated with saturating PGE2 | inhibition, % at 25 µM | actives 0.52% (n = 260,000) | AID 1422, 2008;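 active = percent inhibition above 40 after rounding to a whole number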;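 also: rat C6 glioma host cells with rolipram phosphodiesterase inhibitor present; the protocol text gives 20 µM as final concentration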
p97 inhibitor – inhibitors of human p97 ATPase, primary screen, biochemical; recombinant p97 ATPase, Kinase-Glo ATP luminescence, 3 h; AID 1481, 2009; actives 0.42% (n = 220,000); inhibition, % at 8 µM; Transitional endoplasmic reticulum ATPase (Homo sapiens), P55072; in the data active = inhibition above about 15%;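 also: 0% = DMSO vehicle and 100% = wells lacking enzyme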
* marks the source's active call; other numbers are inactive results; x = not tested or not shown; [ ] = another dose, or the depositor's remark.

SMILES | NPY2 pot ag | eIF4E-4G inh | S1P4 antag | NPY Y1 blocker | S1P4 agonist | NPY-Y1 PAM-ag | EP2 mod | EP2 antag | p97 inhibitor
CN(C)c1ccc(C(c2nnnn2CCOC(=O)Nc2ccc(Cl)cc2)N2CCOCC2)cc1 (configuration not stated) | 16 | 2 | -13 | 3 | 0.4 | 9 | -16 | 10 | -2
COc1ccc(CCNC(=O)COC(=O)Cc2cc(OC)c(OC)c(OC)c2)cc1 | -13 | 4 | -11 | 0 | -1.3 | -3 | 20 | 4 | 6
CCOc1ccc(S(=O)(=O)N2CCN(c3ccc(C)cc3C)CC2)cc1 | -11 | 5 | -3 | 11 | 0.2 | -16 | -15 | 9 | -5
CCOC(=O)NC(=O)COC(=O)c1ccc(Sc2ncn[nH]2)c([N+](=O)[O-])c1 | 6 | -3 | -3 | 1 | 0.4 | 13 | -18 | 6 | 3
CCCCNC(C(=O)Nc1cccc(S(=O)(=O)N2CCOCC2)c1)c1ccccc1 (configuration not stated) | -5 | 1 | 4 | 3 | 0.7 | -12 | 7 | 4 | -3
CC(C)C(=O)NC(=O)[C@@H]1CCCN1C(=O)/C=C/c1ccccc1 | 14 | 5[fluorescence artefact?] | -4 | -1 | 0.8 | -8 | 23 | 7 | 6
N#Cc1nc(-c2ccc(OCc3ccccc3)cc2)oc1NCc1cccnc1 | -8 | 0 | 14 | 6 | -1.2 | -57 | -36 | 5 | 7
Oc1ccc(-c2n[nH]c(=S)n2-c2ccc3c(c2)OCCO3)c(O)c1 | -4 | 6 | 7 | 0 | -0.5 | -19 | 6 | 6 | -3
C=CCn1c(SCC(=O)NCCCC(=O)OCC)nc2scc(-c3ccco3)c2c1=O | -13 | 1 | -14 | 1 | 0.5 | 6 | -75 | 12 | 1
CC(C)CCOc1cccc(OCC(=O)O)c1 | 0 | -2 | -1 | -1 | 0.1 | -2 | 16 | 7 | 3
COc1cc(S(=O)(=O)N2CCCC3(CCCCC3)C2)ccc1-n1cnnn1 | -13 | 2 | -11 | -5 | 0.2 | 12 | 7 | 5 | -1
O=C(NCc1ccccc1F)c1cccs1 | 22 | 2[fluorescence artefact?] | -19 | 5 | 1.4 | 3 | 17 | 10 | 5
COc1cccc(COC(=O)c2nn(-c3ccccc3)nc2N)c1 | -26 | 5 | 1 | 12 | 5.2 | -36 | -22 | 4 | 0
Cc1cccc(Nc2nc(N)c([N+](=O)[O-])c(NCc3ccccc3)n2)c1 | 34 | 4 | -4 | x | -0.1 | 50* | 76* | 11 | 5
O=c1c(Cl)c(N2CCNCC2)cnn1C12CC3CC(CC(C3)C1)C2 | -2 | -1 | -5 | -3 | 1.3 | 7 | 3 | 8 | 5
COc1ccc(CNC(=O)C2CSCCS2)cc1 (configuration not stated) | 2 | 0[fluorescence artefact?] | -19 | -3 | 1.1 | -7 | 3 | 9 | 3
COc1ccc(CNC(=O)C(C)N(Cc2ccco2)C(=O)c2snc(C(N)=O)c2N)cc1 (configuration not stated) | 4 | 1[fluorescence artefact?] | -16 | -5 | 1.9 | 11 | 8 | 11 | 2
O=C(NCc1ccc2c(c1)OCO2)c1cc([N+](=O)[O-])ccc1N1CCCCC1 | -1 | 6[fluorescence artefact?] | 0 | 25* | 2.7 | -21 | 31 | 5 | 0
O=[N+]([O-])c1ccc(N=NNc2ccccc2)cc1 | 0 | 5 | -4 | 1 | 1.1 | 23 | -57 | 7 | -2
CCN1C(=O)/C(=C\N(C)C)c2ccccc21 | 3 | -1 | -2 | -5 | -1.1 | -17 | 4 | 18 | 7

Reformatted: entries from further up.
mol	NPY2 pot ag	eIF4E-4G inh	S1P4 antag	NPY Y1 blocker	S1P4 agonist	NPY-Y1 PAM-ag	EP2 mod	EP2 antag	p97 inhibitor
CN(C)c1ccc(C(c2nnnn2CCOC(=O)Nc2ccc(Cl)cc2)N2CCOCC2)cc1 (configuration not stated)	16	2	-13	3	0.4	9	-16	10	-2
COc1ccc(CCNC(=O)COC(=O)Cc2cc(OC)c(OC)c(OC)c2)cc1	-13	4	-11	0	-1.3	-3	20	4	6
CCOc1ccc(S(=O)(=O)N2CCN(c3ccc(C)cc3C)CC2)cc1	-11	5	-3	11	0.2	-16	-15	9	-5
CCOC(=O)NC(=O)COC(=O)c1ccc(Sc2ncn[nH]2)c([N+](=O)[O-])c1	6	-3	-3	1	0.4	13	-18	6	3
CCCCNC(C(=O)Nc1cccc(S(=O)(=O)N2CCOCC2)c1)c1ccccc1 (configuration not stated)	-5	1	4	3	0.7	-12	7	4	-3
CC(C)C(=O)NC(=O)[C@@H]1CCCN1C(=O)/C=C/c1ccccc1	14	5[fluorescence artefact?]	-4	-1	0.8	-8	23	7	6
N#Cc1nc(-c2ccc(OCc3ccccc3)cc2)oc1NCc1cccnc1	-8	0	14	6	-1.2	-57	-36	5	7
Oc1ccc(-c2n[nH]c(=S)n2-c2ccc3c(c2)OCCO3)c(O)c1	-4	6	7	0	-0.5	-19	6	6	-3
C=CCn1c(SCC(=O)NCCCC(=O)OCC)nc2scc(-c3ccco3)c2c1=O	-13	1	-14	1	0.5	6	-75	12	1
CC(C)CCOc1cccc(OCC(=O)O)c1	0	-2	-1	-1	0.1	-2	16	7	3

(cont.)
SMILES | NPY2 pot ag | eIF4E-4G inh | S1P4 antag | NPY Y1 blocker | S1P4 agonist | NPY-Y1 PAM-ag | EP2 mod | EP2 antag | p97 inhibitor
CCC1CCCCN1C(=O)CCn1ccnc1 (configuration not stated) | 12 | -1 | -12 | 3 | -1.6 | 10 | 26 | 7 | 0
Nc1cc2c(cc1[N+](=O)[O-])OCO2 | -3 | 16 | 2 | 6 | -0.1 | -16 | -6 | 4 | 0
O=C1C(=O)N(CCN2CCOCC2)C(c2ccccn2)/C1=C(/O)c1ccc(F)cc1 (configuration not stated) | 10 | -10 | -2 | 6 | 3.1 | 11 | 6 | 25 | 1
COc1cccc(C(=O)N(Cc2cc3cc(C)ccc3[nH]c2=O)C(C)C)c1 | 7 | 10 | 3 | 0 | 0.6 | 8 | 18 | 7 | 2
Cc1ccccc1Cn1cnc2c(cnn2C(C)(C)C)c1=O | -9 | 1 | -7 | 7 | 0.2 | -11 | -4 | 12 | 4
N#Cc1ccccc1CSc1nc(O)cc(=O)[nH]1 | -12 | -1[fluorescence artefact?] | 5 | -1 | 1.1 | -4 | 25 | 12 | 3
C=CCNC(=O)CSCc1ccc(Br)cc1 | -15 | 6 | 18 | 6 | 0.1 | 0 | -18 | 5 | 2
CCOc1ccc(CN2CCN(Cc3[nH]c4ccc(OC)cc4c3C)CC2CCO)cc1 (configuration not stated) | -6 | -2 | -8 | 6 | -0.4 | -8 | -49 | 5 | -2
N#CC1=C2SCN(Cc3ccco3)CN2C(=O)CC1c1c(F)cccc1Cl (configuration not stated) | -1 | -1 | 7 | 5 | -1.0 | 8 | 0 | 8 | 1
C/C(=N/NC(=O)CN1CCN(Cc2ccccc2Cl)CC1)c1ccco1 | 4 | 1 | 4 | x | -1.3 | 14 | 6 | 6 | 1
O=C(Nc1ccc2ccccc2c1)C(=O)C1C(=O)Nc2ccccc21 (configuration not stated) | -14 | 14 | 11 | x | -0.6 | -12 | -15 | 14 | 13
Nc1ccc(-c2nc3ccc(N)cc3s2)cc1 | -15 | -7 | -19 | x | 0.9 | 15 | -14 | 10 | -2
Cc1ccc(-n2c(C)nn(CC3CC3)c2=O)cc1 | 12 | -6 | 6 | -1 | 2.8 | 16 | -11 | 10 | 2
CN(C)S(=O)(=O)c1ccc(S(=O)(=O)N(CC(=O)Nc2ccccc2)CC2CCCO2)cc1 (configuration not stated) | 6 | 8 | -19 | -6 | -1.4 | 9 | 9 | 5 | 4
C=CCn1c(SCn2nnc3ccccc3c2=O)nnc1-c1ccc(F)cc1 | -3 | 3 | -19 | 10 | 2.2 | -5 | 30 | 2 | 1
Cc1cc(OCC(=O)N2CCOCC2)ccc1NC(=O)C1CCCCC1 | 14 | -7 | -9 | 4 | 1.0 | 18 | 0 | 0 | 4
COc1ccc(/C=N/NC(=O)CN2CCSCC2)cc1C | -15 | 0[fluorescence artefact?] | -8 | 0 | 0.1 | -13 | -5 | 10 | 2
CCCc1cc(N2CCC(C(N)=O)CC2)nc(-c2ccccc2)n1 | -1 | 2 | 6 | 2 | -1.2 | 5 | 16 | 3 | 5
CC(=O)Nc1ccc(NC(=O)c2sc3nc4c(c(-c5ccc(C)cc5)c3c2N)CCC4)cc1 | 1 | -1[fluorescence artefact?] | -13 | -3 | 0.0 | -13 | 13 | 21 | 2
Cc1cc(C(=O)NNc2ccc(C)c(C)c2)no1 | 33 | 2 | 22 | x | 3.2 | 18 | -3 | 8 | 8
Cc1ccc(NC(=S)NCCN2CCOCC2)cc1 | -4 | 1 | -1 | -2 | -2.4 | 6 | 17 | 12 | -8
COC(=O)[C@H](Cc1ccccc1)NC(=O)N1CCCCC1 | 12 | -3 | -4 | x | 1.1 | 11 | 12 | 4 | 4
CCCC1(c2ccccc2)NC(=O)N(CC(=O)c2[nH]c(C)c(C(=O)OCC)c2C)C1=O (configuration not stated) | 7 | 3 | -3 | 7 | 0.1 | 22 | -5 | 12 | 6
CC(C)(C)c1cc(C(=O)Nc2ccccc2)ccn1 | -1 | 7 | 10 | -1 | -0.7 | -26 | -17 | 7 | 5
O=C(Nc1nc(-c2cccs2)cs1)c1ccco1 | 16 | 4 | 8 | -3 | 1.1 | 10 | -4 | 1 | 6
Cn1c(O)c(/C=N/Nc2ccccc2)c(=O)n(C)c1=O | 5 | -4 | -9 | -2 | -0.4 | 7 | -2 | 5 | -1
O=C(CCC(=O)N1CCN(c2ccccn2)CC1)Nc1nnc(C(F)(F)F)s1 | 0 | -6 | -17 | x | -0.5 | 3 | -30 | 12 | 4
NNC(=O)c1nnn(-c2nonc2N)c1-c1cccs1 | -15 | -1 | -5 | 2 | -0.1 | -9 | 2 | 8 | -2
CCN1C/C(=C/c2ccc(OC)c(O)c2)C(=O)/C(=C/c2ccc(OC)c(O)c2)C1 | 0 | 2 | 17 | -3 | 0.6 | 8 | -101 | 6 | 4

High-throughput results deposited in PubChem by several laboratories.

The list is partial (hit frequency here may not be typical).
